TNAP activators – stimulation of alkaline phosphatase TNAP activity – biochemical, luminescent, no phosphate acceptor, uHTS, primary screen (AID 1001). actives 0.03% (n = 200,000). one-dose activation fold at 20 µM; EC50 in µM for titrated hits. purified TNAP, luminescent activation assay, no phosphate acceptor; higher activation fold means a stronger effect; in the data active = activation fold from about 3, or a potency from the dose series; inactive = the rest, 99 in 100 with activation fold below about 1.6; note: many of its hits are not listed in these tables
M1AAP inhibition – P. falciparum M1AAP inhibitors, biochemical, fluorogenic H-Leu-NHMec substrate, 1536-well (AID 1445) | recombinant M1AAP, H-Leu-NHMec fluorogenic kinetic assay; higher % means a stronger effect | actives 0.42% (n = 220,000) | inhibition, % at 30 µM, or IC50 in µM where a hit was titrated;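 active = primary inhibition above the hit cutoff, then over 50% inhibition at one or more dose response concentrations, cut at about 23% in these data, passing the limit was not always enough; inconclusive = conflicting primary data, or primary hits not chosen for dose response; inactive = low primary inhibition, or under 50% at every dose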;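 note: plate controls were DMSO full reaction for no effect and no enzyme background for full effect; strong numbers were not always called active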
RSV CPE inhibition – RSV antiviral activity via CPE protection, HEp-2 cells, primary 10 µM value included (AID 2391). actives 0.13% (n = 310,000). CPE inhibition, % at 10 µM; hits with a dose series show IC50 in µM. HEp-2 cells, RSV-induced CPE inhibition; higher % means a stronger effect; in the data active = a potency from the dose series; inconclusive = CPE inhibition mostly from about 23% at the one dose, without a potency; inactive = the rest, 99 in 100 with CPE inhibition below about 21%; note: strong numbers were not always called active
West Nile antiviral – inhibition of WNV-induced cytopathic effect – cell-based, CPE readout (AID 1621); West Nile virus-infected cells, CPE inhibition; higher % means a stronger effect; CPE inhibition, % at 10 µM; hits with a dose series show IC50 in µM; actives 0.02% (n = 290,000); in the data active = a potency from the dose series; inconclusive = CPE inhibition mostly from about 3.7% at the one dose, without a potency; inactive = the rest, 99 in 100 with CPE inhibition below about 2.2%; note: strong numbers were not always called active
T cell HTS – T cell immune modulation candidate; 2C CD8+ T cell-vesicle binding, flow cytometry; active compounds read low; calls only at 7 µM; actives 0.068% (n = 330,000); AID 2052;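 active = response, share of CD8 T cells binding vesicles, and their 90th percentile fluorescence all below set limits, cut at about 80% in these data, passing the limit was not always enough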
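Benchmarks: naked versus QL9-loaded vesicles / Assay system: purified 2C TCR transgenic mouse naive CD8+ T cells / Technique: high-throughput flow cytometry with anti-B7-1 and anti-CD8 staining / Timing: Cell–vesicle co-incubation 1.5 h at 37 °C, staining 20 min on ice / Read-out: percent CD8+ FL2 mean versus row control / Probe or stimulus: QL9-loaded Drosophila micro-vesicles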
PMI inhibitors – inhibitors of human PMI, primary screen, biochemical, fluorescence intensity, coupled assay (AID 1209). purified PMI enzyme, coupled fluorescence intensity; higher % means a stronger effect. inhibition, % at 20 µM, or IC50 in µM where a hit was titrated. actives 0.42% (n = 190,000);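 note: plate controls were DMSO vehicle for no effect and wells lacking substrate for full effect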
UTI89 phage lysis – inhibition of K1F phage lysis, E. coli UTI89, bacterial capsule biogenesis inhibitors, alamar blue (AID 488966); one-dose inhibition, % at 100 µM; IC50 in µM for titrated hits; actives 0.02% (n = 340,000); E. coli UTI89 K1F phage lysis, alamar blue, 2 h; higher % means a stronger effect;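 active = phage lysis inhibition, versus mean bacterial control, above a set limit; inconclusive = no clear call, values can overlap the other calls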;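 note: capsule biogenesis inhibitors block K1F phage lysis so surviving cells raise fluorescence; higher fluorescence means more inhibition of phage lysis; actives were called in the ten point dose series up to 300 µM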
PMI inhibition – human PMI inhibitors, high substrate, primary screen, biochemical, fluorescence intensity, high mannose 6-phosphate (AID 1220) | inhibition, % at 20 µM; hits with a dose series show IC50 in µM | recombinant PMI enzyme, coupled fluorescence intensity; higher % means a stronger effect | actives 0.66% (n = 190,000)
M17LAP inhibition – P. falciparum M17LAP inhibitors, primary screen, biochemical, fluorogenic H-Leu-NHMec substrate, 1536-well (AID 1619); actives 0.38% (n = 220,000); one-dose inhibition, % at 30 µM; IC50 in µM for titrated hits; recombinant M17LAP, H-Leu-NHMec fluorogenic kinetic assay; higher % means a stronger effect;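 active = compound inhibiting the enzyme by more than half at any dose during confirmatory dose-response retesting; inconclusive = strong single-dose inhibitors picked by rank but not retested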;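 note: plate controls were full reaction with DMSO carrier for no effect and no enzyme background for full effect; strong numbers were not always called active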
T cell HTS vesicle-bound % – also measured in T cell HTS; calls as there; double positive events, %; measured here: CD8+ vesicle-bound cell fraction;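 binding gate set so that unloaded-vesicle control wells show 10% double positive cells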
Numbers without * were called inactive; i = inactive; ? = inconclusive; · = not tested or not shown; [ ] = another dose, or the depositor's remark. Cut-off read from the data, not from the text of the source, unless noted: active = inhibition above about 50%; inactive = the rest. Compounds were not picked by outcome. About 1.5% of those tested had a hit in this group.

Below each SMILES – TNAP activators	M1AAP inhibition	RSV CPE inhibition	West Nile antiviral	T cell HTS	T cell HTS vesicle-bound %	PMI inhibitors	UTI89 phage lysis	PMI inhibition	M17LAP inhibition
#1 CCOC(=O)C1(Cc2ccccc2C)CCCN(C(=O)COC)C1 (stereo not drawn)
 : ·	·	0.4%	-0.3%	i	57	·	0.7%	·	·
#2 COc1cccc(CNC(=O)CCC2CCCN(C(=O)C3CCOCC3)C2)c1 (stereo not drawn)
 : 1.1	7%	1.0%	-0.3%	i	10	8%	0.1%	6%	7%
#3 COc1ccc(CN(CC2CCC(C(=O)O)CC2)C(=S)Nc2cc(C)ccc2C)cc1 (stereo not drawn)
 : 1.1	-3%	·	0.8%	·	·	9%	0.2%	9%	12%
#4 CC(C)N(Cc1cnn(C)c1)C(=O)C1CCC(=O)N(CCc2cccc(F)c2)C1 (stereo not drawn)
 : ·	·	-0.1%	0.2%	i	46	·	0.1%	·	·
#5 CN(C)CCCNc1oc(/C=C/c2cccs2)nc1S(=O)(=O)c1ccccc1
 : ·	·	-0.4%	?	i	13	·	1.5%	·	·
#6 Cc1cccc(NC(=O)CCC(=O)N/N=C/c2ccco2)c1
 : 1.1	1%	2.4%	0.1%	i	50	6%	1.2%	-2%	-8%
#7 CCCCCCCCCCCCCCCC(=O)NCCc1c[nH]c2ccccc12
 : 1.1	-6%	1.8%	·	i	24	6%	2.8%	-4%	-2%
#8 CCOC(=O)c1c(/N=C/N(C)C)sc(/C=N/Nc2ccccc2)c1-c1ccccc1Cl
 : 1	14%	1.2%	1.6%	i	30	2%	0.1%	-16%	5%
#9 CCSc1nnc(NC(=O)Cc2ccc(OC)c(OC)c2)s1
 : 1.1	-1%	0.8%	-0.1%	i	51	-1%	0.6%	-5%	-3%
#10 N#CC(c1ccc(F)cc1)c1ccc(C(=O)c2ccccc2)cc1 (stereo not drawn)
 : 1.1	-1%	4.3%	-0.5%	i	50	12%	-0.1%	8%	-4%
#11 COc1cccc(OCCCCCCN2CCOCC2)c1
 : 1.1	3%	-1.6%	-0.4%	i	21	11%	0.4%	3%	0%
#12 Cc1ccc(-c2nnnn2-c2ccc(C)cc2)cc1
 : 1	-6%	0.6%	-1.4%	i	16	1%	0.3%	12%	-1%
#13 O=C(/C=C/c1ccc([N+](=O)[O-])s1)N1CCCCC1
 : 1.1	0%	-0.4%	-1.6%	i	18	-18%	-0.2%	-2%	1%
#14 CC(=O)Nc1ccc(OCC(=O)NC(C)c2ccc(F)cc2)cc1 (stereo not drawn)
 : 1.1	6%	0.7%	-0.2%	i	52	4%	-0.1%	8%	-3%
#15 O=C(CN(C(=O)CCC(=O)Nc1nccs1)c1ccc(F)cc1)NCc1ccco1
 : 1.1	7%	0.3%	0.0%	i	45	-2%	0.9%[50 µM]	-2%	-1%
#16 Cc1ccnc(NC(=O)Cn2cc([N+](=O)[O-])cn2)c1
 : 1	-1%	3.8%	0.0%	i	53	1%	0.2%	9%	1%
#17 COc1ccc(C2(C)CC(=O)NC2=O)cc1 (stereo not drawn)
 : ·	·	0.6%	-0.4%	i	37	·	0.6%[50 µM]	·	·
#18 CC1(C)CC1C(=O)Nc1ccc([N+](=O)[O-])cc1Br (stereo not drawn)
 : 1.1	5%	3.0%	-1.2%	i	13	9%	0.0%	4%	9%
#19 O=C(Nc1ccccc1N1CCOCC1)c1cnccn1
 : 1.1	6%	7.4%	·	i	42	4%	2.9%	3%	5%
#20 O=C(O)c1ccc(S(=O)(=O)c2ccc3c(c2)C(=O)N(NC(=O)c2cccnc2)C3=O)cc1
 : ·	1%	-0.3%	0.9%	i	46	·	1.6%[50 µM]	·	14%
#21 COc1ccc(NC(=O)C2CCN(C(=O)Nc3ccc(C)cc3)CC2)cc1OC
 : ·	·	0.7%	-0.2%	i	35	·	0.3%	·	·
#22 CCOC(=O)c1c(C)nc2cc(C)cc(C)n12
 : 1	14%	4.3%	0.1%	i	33	-12%	0.1%	-15%	2%
#23 Cc1ccc(SCc2cc(-c3ccc(Cl)cc3)no2)cc1
 : 1.1	1%	1.4%	·	i	21	8%	3.0%[50 µM]	13%	-1%
#24 CC(=O)NC(=S)Nc1ccc(S(=O)(=O)N2CCOCC2)cc1
 : 1.1	5%	0.8%	1.2%	i	42	-2%	0.4%	-5%	3%
#25 COc1ccc2c(c1OC)C(=O)N(c1cccc(C(F)(F)F)c1)C2
 : 1	6%	2.5%	-0.6%	i	56	13%	1.8%	6%	-12%
#26 COC(CNC(=S)Nc1ccc([N+](=O)[O-])cc1)OC
 : 1	10%	1.7%	0.8%	i	53	0%	1.8%	8%	18%
#27 CN1CCN(c2ccccc2NC(=O)c2ccc(Br)o2)CC1
 : 1.1	4%	-0.9%	-0.1%	i	34	2%	0.9%	-1%	8%
#28 Cc1ccccc1Cn1c(-c2cncs2)nc2ccccc21
 : 1.1	3%	2.5%	-0.2%	i	29	0%	1.1%	2%	7%
#29 COC(=O)c1cc(S(=O)(=O)NCCc2ccc(C)cc2)c[nH]1
 : ·	·	-0.3%	-1.0%	i	27	·	-0.1%	·	·
#30 O=C1c2cccnc2C(Nc2ccc(Br)cc2)N1Cc1cccs1 (stereo not drawn)
 : 0.9	1%	?	-1.1%	i	54	-9%	0.1%	-10%	7%
#31 Cc1cc2c(cc1C)NC(c1nc3ccccc3[nH]1)C1=C(CC(C)(C)CC1=O)N2 (stereo not drawn)
 : 1.1	14%	-0.2%	·	i	27	-10%	-0.1%	-9%	19%
#32 Cc1ccc(/C=C/C(=O)N2CCN(c3cccc(C(F)(F)F)c3)CC2)cc1
 : 1.1	0%	9.9%	-0.9%	i	8	20%	2.0%[50 µM]	14%	3%
#33 O=[N+]([O-])c1nn(-c2ccc3c(c2)OCCO3)n(O)c1=NCCCO
 : 0.9	5%	-0.8%	1.9%	i	35	-10%	1.2%	6%	17%
#34 CCCCNc1nc2c(c(=O)[nH]c(=O)n2C)n1CCOc1ccccc1
 : 1	4%	-0.5%	-0.8%	i	33	4%	9.7%	8%	6%
#35 Cc1cccc(N2C(=S)NC3c4ccccc4OC2(C)C3C(=O)N(C)C)c1 (stereo not drawn)
 : 1	-1%	1.4%	-0.4%	i	24	-14%	0.6%	-16%	-7%
#36 O=C(NNC(=O)c1ccccc1-c1ccccc1C(=O)O)c1ccccc1
 : 1.1	6%	0.3%	-0.2%	i	32	0%	0.2%	2%	7%
#37 CN(C(=O)COc1ccccc1)C1CCS(=O)(=O)C1 (stereo not drawn)
 : 1.1	7%	0.8%	0.1%	i	54	5%	-0.1%	7%	12%
#38 Cc1ccc(C(=O)N/N=C\C=C\c2ccc(Br)cc2)cn1
 : 1.1	-1%	3.0%	-0.5%	i	38	-6%	-0.1%	-10%	4%
#39 CCOC(=O)c1c(C)[nH]c(C)c1C(=O)COC(=O)CNC(=O)c1ccc(OCC)cc1
 : 1.1	5%	1.4%	0.2%	i	37	5%	2.4%	2%	-4%
#40 NS(=O)(=O)c1ccc(CNC(=O)Cc2c(F)cccc2Cl)cc1
 : 1.1	3%	-1.8%	0.0%	i	56	-5%	1.3%	-8%	-1%
#41 N#Cc1c(N)sc2c1CCN(C(=O)OCc1ccccc1)C2
 : 1.2	10%	1.6%	3.1%	i	37	30%	0.1%	15%	37%
#42 CN1CCc2ccc(NC(=O)c3ccc(C(F)(F)F)cc3)cc2C1
 : ·	·	0.7%	-0.2%	i	60	·	0.1%	·	·
#43 CCN(CC)Cc1c(C(=O)OC(C)C)nnn1-c1nonc1N
 : 1.2	1%	0.7%	0.2%	i	39	11%	0.0%	6%	10%
#44 CCN(CC)S(=O)(=O)c1cccc(C(=O)OCC(=O)C23CC4CC(CC(C4)C2)C3)c1
 : 1.1	1%	13%	-0.2%	i	33	12%	0.3%	10%	5%
#45 Cc1cc(C)cc(OCC(=O)Nc2cccc(-c3nnc(-c4ccco4)o3)c2)c1
 : 1.2	9%	1.8%	2.1%	i	12	13%	4.3%	17%	5%
#46 COc1ccc(C(=O)N2CCC(n3c(C)nc4cc(F)ccc43)CC2)cc1
 : 1	-1%	?	-0.4%	i	19	6%	0.1%	1%	-6%
#47 CC(=O)c1ccc(NC(=O)Cc2ccsc2)cc1
 : ·	·	1.4%	0.2%	i	27	·	-0.1%	·	·
#48 COc1ccc(/C=c2\s/c(=C(/C#N)C(=O)NCc3ccco3)n(-c3ccccc3)c2=O)cc1
 : 1	14%	1.6%	-0.3%	i	27	14%	0.3%	14%	-7%
#49 CCOC(=O)C1=C(C)NC(=O)NC1c1c(C)nn(-c2ccccc2)c1Cl (stereo not drawn)
 : 0.9	-3%	0.4%	-0.2%	i	46	54%*	-0.1%	5.4µM*	26%
#50 O=C(NCc1ccc(F)cc1)c1ccc[nH]1
 : 1.1	-3%	0.3%	0.7%	i	16	-6%	1.3%	-5%	-3%
#51 Cc1c(C(=O)N2CCOCC2)c(S(=O)(=O)Nc2ccc(F)cc2)c(C)n1C
 : ·	·	0.4%	-0.2%	i	14	·	1.5%	·	·
#52 CCCCCCC(=O)N=Nc1c(O)[nH]c2ccc([N+](=O)[O-])cc12
 : 1	-1%	16%	-0.6%	i	53	-10%	0.8%[50 µM]	1%	30%
#53 COc1ccc(N2CCN(Cc3cc(=O)oc4ccc5ccccc5c34)CC2)cc1
 : 1	13%	19%	0.3%	i	46	21%	-0.5%	36%	7%
#54 COc1ccc(C(=O)c2ccc(OC)c3cccc(O)c23)cc1OC
 : 1	1%	1.2%	0.1%	i	55	28%	0.1%	15%	-4%
